# Bioassay records deposited in PubChem BioAssay by National Center for Advancing Translational Sciences (NCATS).
# LDHA inh: inhibitors of human lactate dehydrogenase A; P00338; AID 1347041; activity change, % (values are at about 110 or 230 µM); purified LDHA, NADH/diaphorase-resazurin fluorescence; stronger effect = lower value; 480,000 compounds, 0.15% hits; in the data active = activity change below about -30%; inconclusive = mostly about -25% to -30%;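 also: plate controls were DMSO wells for no effect and wells without enzyme for full effect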
#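 Resorufin fluorescence (ex540/em590), read at 0 and 20 min after diaphorase/resazurin addition, reports the NADH left after a 5 min room-temperature reaction of 2 nM human LDH5 with 0.06 mM NADH and 0.2 mM pyruvate.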
# IDH1 R132H inh: human IDH1 R132H inhibition. 390,000 compounds, 0.093% hits. IDH1-R132H enzyme, NADPH consumption, diaphorase/resazurin fluorescence. Potency, µM (doses to about 76.6 µM), inactives show at the highest dose activity change, negative = inhibition, hits mostly inhibitors. O75874; also: potency is read from the fitted curve at half-maximal effect; % is scaled to controls: 0 for no effect and ±100 for the full control effect; nearly all actives have a fitted effect of over 65% in size
#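 IDH1-R132H (0.5 ug/mL dispensed) in pH 7.5 Tris buffer was preincubated 30 min with compound, then given a substrate mix of 0.016 mM NADPH and 2 mM alpha-KG for 80 min at room temperature; remaining NADPH was read by diaphorase/resazurin fluorescence.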
# RXFP1 ag: activates the human relaxin receptor RXFP1 | AID 2676 | Potency, µM (top dose mostly 57.5 µM), for inactives: at the top dose activation, usual class: activators | 370,000 compounds, 0.3% hits | HEK293T-RXFP1 cAMP TR-FRET, 30 min; response scale: percent of porcine relaxin response, buffer zero; also: potency is read from the fitted curve at half-maximal effect; % is scaled to controls: 0 for no effect and ±100 for the full control effect; nearly all actives have a fitted effect of over 60% in size; many of its hits are not listed in these tables
# Target sequence (Q9HBX9 whole entry, looked up): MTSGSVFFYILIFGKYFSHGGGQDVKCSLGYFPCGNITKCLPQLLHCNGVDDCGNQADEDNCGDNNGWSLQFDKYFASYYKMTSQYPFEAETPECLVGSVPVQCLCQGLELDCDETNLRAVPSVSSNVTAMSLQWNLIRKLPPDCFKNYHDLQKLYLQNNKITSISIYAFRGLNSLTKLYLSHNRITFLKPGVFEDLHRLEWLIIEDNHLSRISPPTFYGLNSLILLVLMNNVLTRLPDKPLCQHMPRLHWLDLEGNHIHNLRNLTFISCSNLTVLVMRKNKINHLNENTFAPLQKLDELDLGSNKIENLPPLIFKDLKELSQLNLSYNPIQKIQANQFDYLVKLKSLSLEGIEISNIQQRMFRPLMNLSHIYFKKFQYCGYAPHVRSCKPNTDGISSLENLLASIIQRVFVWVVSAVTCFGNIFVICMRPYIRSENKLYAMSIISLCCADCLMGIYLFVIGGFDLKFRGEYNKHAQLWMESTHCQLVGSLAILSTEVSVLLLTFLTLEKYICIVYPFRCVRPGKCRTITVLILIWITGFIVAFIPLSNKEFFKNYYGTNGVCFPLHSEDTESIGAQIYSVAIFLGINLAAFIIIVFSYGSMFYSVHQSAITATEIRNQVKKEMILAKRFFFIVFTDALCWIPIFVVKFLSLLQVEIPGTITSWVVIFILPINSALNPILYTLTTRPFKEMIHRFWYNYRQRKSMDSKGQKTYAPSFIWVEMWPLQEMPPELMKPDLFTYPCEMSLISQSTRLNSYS
#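 HEK293T cells stably expressing RXFP1 were pretreated with the PDE4 inhibitor Ro 20174, exposed to compounds for 30 min at 37C, lysed, and cAMP was read by TR-FRET. Data normalized to buffer (basal) and 29 nM porcine relaxin (100%).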
# PI4K2A block: inhibitors of human PI4K2A. purified PI4K2A, ADP-Glo luminescence, 1 h; stronger effect = lower value. activity change, negative = inhibition, % at 76.9 µM. 420,000 compounds, 0.13% hits; in the data active = activity change below about -50%; inconclusive = mostly about -30% to -49%;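 also: -100% = wells without enzyme as full effect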
#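 PI4K2A activity was measured by ADP-Glo luminescence: enzyme (4 ug/mL stock) and phosphatidylinositol (1.2 mM stock) in Tris pH 7.5/MgCl2/EGTA/Triton X-100 buffer were reacted with ATP (300 microM stock) for one hour at ambient temperature.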
# Vif-A3G inh: Vif-A3G binding inhibition | Potency, µM (highest dose often 46.1 µM), for inactives: at the highest dose activity, negative = active, actives largely listed as inhibitors | Q9HC16 | 410,000 compounds, 0.076% hits | HeLa A3G-eYFP + Vif (tagged APOBEC3G with the HIV-1 protein that degrades it), YFP fluorescence, overnight | AID 602310;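 also: potency is read from the fitted curve at half-maximal effect; % is scaled to controls: 0 for no effect and ±100 for the full control effect; nearly all actives have a fitted effect of over 60% in size; hits raise eYFP signal because A3G escapes Vif-driven loss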
# Target sequence (Q9HC16 whole entry, looked up): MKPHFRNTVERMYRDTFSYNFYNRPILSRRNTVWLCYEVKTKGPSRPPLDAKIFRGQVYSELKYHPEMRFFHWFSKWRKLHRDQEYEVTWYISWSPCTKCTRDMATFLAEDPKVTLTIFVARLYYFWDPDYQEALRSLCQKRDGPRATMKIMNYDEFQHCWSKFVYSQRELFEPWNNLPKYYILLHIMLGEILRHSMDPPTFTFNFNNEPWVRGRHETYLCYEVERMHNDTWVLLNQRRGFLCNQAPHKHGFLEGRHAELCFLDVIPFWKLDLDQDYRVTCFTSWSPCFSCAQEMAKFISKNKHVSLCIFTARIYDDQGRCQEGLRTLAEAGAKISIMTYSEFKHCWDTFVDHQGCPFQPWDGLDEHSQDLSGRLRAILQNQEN
#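 Read-out is eYFP fluorescence (Ex 488/Em 500-530) from Vif-expressing HeLa A3G-eYFP cells; more signal means A3G escaped Vif-mediated degradation. Cells plated overnight, compound pinned in, incubated overnight at 37 deg C.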
# Vif-APOBEC3F blk: inhibitors of Vif-A3F interaction. HeLa A3F-eYFP + Vif (tagged APOBEC3F with the HIV-1 protein that degrades it), YFP fluorescence increase. Potency, µM (doses to about 46.1 µM), for the others: at the highest dose activity, negative = active. 390,000 compounds, 0.2% hits. AID 602313; also: potency is read from the fitted curve at half-maximal effect; % of control where 0% means no effect; nearly all actives have a fitted effect of over 65% in size
#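 HeLa cells stably expressing Vif plus C-terminally eYFP-tagged A3F were seeded, incubated overnight at 37 deg C, dosed with compound, incubated overnight again at 37 deg C. Yellow fluorescence (Ex 488/Em 500-530) reported blocked Vif-mediated A3F-eYFP degradation.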
# USP1 inh: inhibitors of human USP1/UAF1 deubiquitinase; O94782; recombinant USP1/UAF1, Ub-Rhodamine cleavage fluorescence; Potency, µM (highest dose often 57.1 µM), for the others: top-dose activity change, negative = inhibition, most hits filed as inhibitors; 390,000 compounds, 0.23% hits; AID 743255; also: potency is read from the fitted curve at half-maximal effect; % is scaled to controls: 0 for no effect and ±100 for the full control effect; nearly all actives have a fitted effect of over 60% in size; inactives centre near -12
#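 In this screen, compounds sit with the deubiquitinase complex (1nM) for 15 min at room temperature before Ub-Rho is added at 150nM final. Fluorescence rise is then followed for 6 reads every 60 seconds.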
# Glioma ERSR ind: inducers of ER stress response in human glioma cells; U87-MG GRP78 promoter luciferase reporter, 16 h; Potency, µM, for inactives: at the top dose activation, most hits filed as activators; 420,000 compounds, 0.02% hits; AID 602332; also: potency is read from the fitted curve at half-maximal effect; series mostly up to about 76 µM; % of control where 0% means no effect; nearly all actives have a fitted effect of over 35% in size
#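 Stably transfected U87-MG glioma cells carrying a GRP78-based luciferase sensor; 16 h compound incubation. Luminescence end-point read 10 min after Bright-Glo addition at room temperature.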
# TrxR1 substrate: rat thioredoxin reductase 1 substrate activity. Potency, µM (highest dose often 114 µM), without a hit: top-dose activity change, negative = substrate turnover. O89049. 390,000 compounds, 0.01% hits. purified TrxR1 substrate turnover, NADPH consumption readout; also: potency is read from the fitted curve at half-maximal effect; % is scaled to controls: 0 for no effect and ±100 for the full control effect; nearly all actives have a fitted effect of over 50% in size
#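 Rat TrxR1, dispensed at 90 nM, was prereduced with 400 uM NADPH (final) for 5 min at ~22 deg C, then incubated with compound 15 min before 400 uM selenite. A first-read NADPH fluorescence drop versus no-compound background flagged substrates.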
# Active calls of the source: *; u = inconclusive; x = no result given; & = joins results of further samples; [ ] = remark or other dose. Unless noted, calls follow the shape of the dose curve; as a rule, active = well fitted curve in the direction sought with a large enough effect; inconclusive = small, poorly fitted or top-dose-only effect, or another doubt; inactive = no such curve, though single readings can be large; an effect the other way counts as inactive or inconclusive. This is a subset. The share of hits here may be higher or lower than overall.
1. COC(=O)[C@H]1[C@@H](C)N(CCc2cc(OC)c(OC)c(OC)c2)C(=O)N[C@H]1c1ccccc1
2. CCc1nc2ccc(C(=O)NCCOc3ccc(OC)cc3)cn2c1N(C)C(=O)COc1ccccc1
3. O=C(Oc1ccc2c(c1)OCO2)c1ccncc1
4. Cc1cc(NC(=O)CSc2nnc(-c3ccco3)n2C)no1
5. COCCCn1c(SCC(=O)NC2CCCC2)nnc1-c1cccs1
6. Cc1ccc(NC(=O)C2CCCN(C(=O)c3ccc(Cl)cc3)C2)cc1S(=O)(=O)N1CCOCC1 (centres undefined)
7. CC(C)C(OC(=O)c1cccs1)C(=O)NC1CCCCC1 (centres undefined)
8. COc1cc(Nc2ncnc(N)n2)cc(OC)c1

Screen / compound no.,1,2,3,4,5,6,7,8
LDHA inh,-2,-1,8,1,-4,0,2,-7
IDH1 R132H inh,-5%,x,2%,0%,-6%,-11%,2%,5%
RXFP1 ag,x,x,0.2%,4.9%,0.7%,2.3%,0.0%,0.0%
PI4K2A block,1,0,-2,1,6,0,0,-5
Vif-A3G inh,6%,1%,1%,0%,0%,-2%,0%,-3%
Vif-APOBEC3F blk,-4%,x,0%,0%,3%,-11%,7%,2%
USP1 inh,u,x,-9%,-4%,0%,-16%,-10%,-9%
Glioma ERSR ind,-5%,-3%,-3%,3%,-2%,-1%,-4%,-3%
TrxR1 substrate,9%,x,6%,-2%,-9%,-9%,3%[57.1 µM],1%[57.1 µM]

9. COc1ccc(O)c(CN2CC3CCC(CC3)C2)c1
10. c1csc(-c2nc3ccccn3c2Nc2ccc3c(c2)OCCO3)c1
11. CCC(C)(C)C1CCc2[nH]nc(C(=O)NCc3ccccn3)c2C1 (centres undefined)
12. CCOC(=O)[C@H]1[C@H]2COc3ccc(OC)cc3[C@@H]2N2C(=O)CN(Cc3ccc(OC)cc3)C(=O)[C@@]12C
13. O=C(COc1ccccc1-c1ccccc1)N/N=C/c1cccc2ccccc12
14. COc1ccccc1N1CN(S(=O)(=O)c2ccc(C)cc2)c2nc3ccccc3nc21
15. COc1ccc(CCC(=O)Nc2cccc(Cl)c2)cc1
16. COc1cc(/C=N/O)cc(Br)c1OCc1cccc(Cl)c1

Screen / compound no.,9,10,11,12,13,14,15,16
LDHA inh,4,7,-3,0,1,-3,-3,-1
IDH1 R132H inh,2%,3%,-2%,6%,1%,3%,7%,13%
RXFP1 ag,x,5.2%,-1.2%,0.1%,8.3%,x,0.8%,2.4%
PI4K2A block,-3,-23,-7,1,3,-3,0,-2
Vif-A3G inh,-1%,-7%,-1%,-6%,u,0%,0%,-6%
Vif-APOBEC3F blk,4%,2%,5%,-7%,-8%,0%,-12%,-4%
USP1 inh,-11%,-11%,-18%,-22%,-7%,-18%,-14%,-21%
Glioma ERSR ind,-3%,-6%,-6%,-3%,-6%,-3%,-2%,-15%
TrxR1 substrate,6%[11.4 µM],40%[activator],9%[57.1 µM],4%,-2%,8%[57.1 µM],-3%,5%

17. O=C1C(=O)N(c2ccccn2)C(c2ccc(F)cc2)/C1=C(/O)c1ccc(Br)cc1 (centres undefined)
18. CCOC(=O)Cn1c(-c2cccnc2Cl)nc2cc(Cl)c(Cl)cc21
19. COc1ccc(Br)c2c1C(=O)CC2
20. O=C1C(Cl)=C(N2CCCCCC2)C(=O)N1c1ccccc1Cl
21. CC(C)CC1NC(=O)N(Cc2cc(=O)n3ccsc3n2)C1=O (centres undefined)
22. COc1ccc(C2C3=C(CC(C)(C)CC3=O)Nc3n[nH]c(C)c32)cc1 (centres undefined)
23. CCC(=O)N1c2ccc(S(=O)(=O)CCC(=O)NCc3ccccc3OC)cc2CC1C (centres undefined)
24. N/C(=N\S(=O)(=O)c1cccs1)c1ccccc1

Screen / compound no.,17,18,19,20,21,22,23,24
LDHA inh,-1,8,-7,-1,-2,-2,-6,-7
IDH1 R132H inh,-6%,2%,-9%,9%,-2%,0%,-9%,8%
RXFP1 ag,u,1.3%,-0.3%,0.6%,29%,2.2%,2.5%,0.5%
PI4K2A block,5,3,5,7,-2,2,-1,9
Vif-A3G inh,-15%,-9%,4%,-1%,3%,2%,1%,-1%
Vif-APOBEC3F blk,4%,-9%,9%,3%,-1%,-9%,0%,-6%
USP1 inh,-15%,-20%,-17%,-14%,-15%,-23%,-25%,3%
Glioma ERSR ind,-2%,-1%,-3%,0%,-1%,-2%,-1%,-5%
TrxR1 substrate,-7%,10%,3%,1%,5%[57.1 µM],55%[activator],0%,9%[57.1 µM]

25. C#CCN(C[C@@H]1[C@@H](OC(=O)NCc2ccco2)[C@@H](OC(=O)NCc2ccco2)Cn2c(=O)ccc(=O)n21)S(=O)(=O)c1ccc(C)cc1
26. CC(C)(C)C(=O)OC/C(N)=N/OC(=O)c1ccccc1
27. CCN(CC)c1ccc(N)cc1S(=O)(=O)Nc1ccc(OC)cc1
28. NC(=O)c1ccccc1NS(=O)(=O)c1ccc(S(=O)(=O)N2CCCC2)cc1
29. CCN(C(=O)CN1C(=O)S/C(=C\C=C\c2ccccc2)C1=O)C1CCS(=O)(=O)C1 (centres undefined)
30. COc1cc(CCC(=O)OCC(=O)N2CC(=O)Nc3ccccc32)cc(OC)c1OC
31. Cc1cc(=O)[nH]c2nc3ccccc3n12
32. COCCCNC(=O)c1cn(CC(C)C)c(=O)c2c1c1ccccc1n2C

Screen / compound no.,25,26,27,28,29,30,31,32
LDHA inh,-3,-1,-1,1,0,0,-4,7&15
IDH1 R132H inh,7%,10%,-5%,0%,2%,6%,-4%,1%&11%
RXFP1 ag,x,0.8%,-7.6%,1.7%,1.6%,x,x,1.1%&1.3%
PI4K2A block,-12,4,-6,-3,-4,6,-6,-5&-1
Vif-A3G inh,-27%,-2%,0%,-3%,0%,1%,-1%,0%&-6%
Vif-APOBEC3F blk,0%,-3%,0%,4%,8%,-22%,-11%,4%&-16%
USP1 inh,-18%,-12%,-11%,-15%,-24%,-7%,-19%,-12%&-11%
Glioma ERSR ind,-13%,1%,1%,-2%,-6%,-4%,3%,-1%&-1%
TrxR1 substrate,x,-2%,0%,10%,7%,-7%,x,45%[activator]

# Single records (already shown). Screens in order: LDHA inh	IDH1 R132H inh	RXFP1 ag	PI4K2A block	Vif-A3G inh	Vif-APOBEC3F blk	USP1 inh	Glioma ERSR ind	TrxR1 substrate
# CC(C)(C)C(=O)OC/C(N)=N/OC(=O)c1ccccc1 reads -1	10%	0.8%	4	-2%	-3%	-12%	1%	-2%
# COCCCNC(=O)c1cn(CC(C)C)c(=O)c2c1c1ccccc1n2C reads 7&15	1%&11%	1.1%&1.3%	-5&-1	0%&-6%	4%&-16%	-12%&-11%	-1%&-1%	45%[activator]
# COc1cc(CCC(=O)OCC(=O)N2CC(=O)Nc3ccccc32)cc(OC)c1OC reads 0	6%	x	6	1%	-22%	-7%	-4%	-7%

# (list continues)
33. COc1ccccc1CCCNC(=O)C1CCC(=O)N(Cc2ccccc2F)C1 (centres undefined)
34. COc1ccc(/C=N/NC(=O)CNS(=O)(=O)c2ccc(C)cc2)cc1
35. CCOc1ccc(N2CC(c3nc4ccccc4n3CCC3CCCCC3)CC2=O)cc1 (centres undefined)
36. O=C(Cn1ccc([N+](=O)[O-])n1)Nc1nccs1
37. CN(C)/C=C(\C#N)c1nc2ccccc2[nH]1
38. Cc1ccccc1NCC(=O)N/N=C\c1ccc2c(c1)OCO2
39. COc1ccccc1-c1nc2ccccc2nc1-c1ccccc1
40. CC1CCc2nc3ncn(Cc4ccccc4F)c(=O)c3cc2C1 (centres undefined)

Screen / compound no.,33,34,35,36,37,38,39,40
LDHA inh,-3,-7,-4,-4,-10,6,0,-6
IDH1 R132H inh,-6%,-2%,-2%,2%,3%,8%,-7%,7%
RXFP1 ag,0.6%,3.4%,-0.6%,2.6%,-3.8%,-0.6%,3.9%,-1.2%
PI4K2A block,-3,3,-1,3,-3,-5,1,2
Vif-A3G inh,0%,1%,-3%,3%,-4%,-11%,2%,-13%
Vif-APOBEC3F blk,-1%,-2%,3%,5%,-19%,1%,-23%,-2%
USP1 inh,4%,-14%,-31%,-12%,-6%,-24%,-8%,u
Glioma ERSR ind,-3%,2%,-3%,-4%,3%,6%,1%,1%
TrxR1 substrate,-5%,-1%,5%,-5%,-15%,-5%,-8%,3%[57.1 µM]

41. O=C(CSc1ccc(-c2nc3ccccc3[nH]2)cn1)Nc1ccc(S(=O)(=O)NC2CC2)cc1
42. CCOc1ccccc1NC(=O)CSc1nc(-c2cccs2)cc(C(F)(F)F)n1
43. Cn1cccc1-c1cc(C(=O)N/N=C/c2ccc([N+](=O)[O-])cc2)[nH]n1
44. CC(C)=NNc1nc2c(c(=O)[nH]c(=O)n2C)n1CCCc1ccccc1

Screen / compound no.,41,42,43,44
LDHA inh,-5,1,-7,-6
IDH1 R132H inh,7%,12%,-3%,-11%
RXFP1 ag,-0.8%,u,0.6%,6.3%
PI4K2A block,1,0,-2,-2
Vif-A3G inh,-24%,0%,-14%,-6%
Vif-APOBEC3F blk,-14%,-2%,-3%,0%
USP1 inh,-24%,-27%,-1%,-25%
Glioma ERSR ind,5%,-3%,0%,-3%
TrxR1 substrate,34%,-5%,-1%,8%
